# Abeta rescue – qHTS for compounds that reverse cellular toxicity of Amyloid beta (A-beta) peptide in yeast: Primary Screen; Potency, µM (doses to about 46.1 µM), for inactives: at the top dose growth rescue, hits mostly activators; yeast expressing A-beta42, growth rescue, OD600, 48 h; response scale: 0% DMSO, 100% iron-clioquinol control; AID 1347071, 2019; 0.063% of 410,000 active; note: nearly all actives have a fitted effect of over 55% in size
#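 Yeast growth medium received pinned compounds, then yeast cells expressing toxic A-beta were added; plates incubated at 30 C for 48 hr. Growth read as absorbance at 600 nm, normalized to DMSO and equimolar FeCl3 plus clioquinol controls.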
# FUS yeast rescue – qHTS for Suppressors of FUS Proteinopathy: Primary screen using FUS-linked yeast assay | S. cerevisiae FUS-expressing, growth rescue, OD600, 24 h | 0.24% of 390,000 active | AID 1347120, 2019 | Potency, µM (top dose mostly 76.6 µM), inactives show at the highest dose growth rescue (activation), most hits filed as activators;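 note: plate controls were DMSO vehicle for no effect and reference control for full effect; nearly all actives have a fitted effect of over 55% in size; some results filed as inactive show a strong effect at the top dose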
#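 Steps: raffinose overnight preculture; dilution to OD 0.005 in 2% galactose minimal medium; compound addition (concentration series); 24hr at 30C, 99% humidity; absorbance read at 600 nm.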
# Active calls of the source: *; u = inconclusive; [ ] = another dose, or the depositor's remark. Calls come from the whole dose curve; as a rule, active = well fitted activation curve with a large enough effect; inconclusive = small, poorly fitted or top-dose-only effect; inactive = no such curve, though single readings can be large or run the other way. Potency is the fitted concentration of half-maximal effect. The list is partial; the hit share may differ from the screen's.
SMILES,Abeta rescue,FUS yeast rescue
CCc1ccc(NC(=O)C(=O)NCC(c2ccc3c(c2)OCO3)N2CCOCC2)cc1 (stereo not drawn),-8%,19%
CCOc1ccc(CN2C(=O)c3ccccc3Sc3ccc(C(=O)NCc4ccco4)cc32)cc1,1%,u
COc1ccc(CNC(=O)C2CCN(c3nnc(-n4cccc4CNc4ccc(C)cc4)s3)CC2)c(OC)c1,-12%,42%
Cc1ccc(Cn2cc(C(=O)c3ccc(C)cc3)c(=O)c3ccc(C)nc32)cc1,-6%,12%
Cc1ccc(-n2nc(C(=O)NCc3ccc(F)cc3Cl)c3c4ccccc4n(C)c3c2=O)cc1,-24%,-2%
O=C(CCCN1C(=O)C(c2ccccc2)Oc2cccnc21)Nc1ccccc1C(F)(F)F (stereo not drawn),-7%,16%
Cc1c(Cl)cccc1Nc1nn2c(=O)c3ccc(C(=O)NCCC4=CCCCC4)cc3nc2s1,-6%,10%
Cc1cc(C)cc(NS(=O)(=O)c2ccc(-c3cc(C)no3)cc2)c1,16%,18%
Cc1c(CCNS(=O)(=O)c2ccccc2)sc2nc(-c3ccc(Cl)cc3)nn12,2%,9%
Cc1ccc(C(=O)n2nc(C)c(S(=O)(=O)N3CCOCC3)c2C)cc1C,-4%,21%
CCOc1cc(/C=C(\C#N)C(=O)Nc2ccc(OC)cc2)ccc1OCc1cc(=O)n2nc(CC)sc2n1,-20%,-2%
Cc1ccc2nc(-c3ccc(C)c(NC(=O)CSc4ccc(Cl)cc4)c3)oc2c1,-8%,-17%
O=C(CSc1ncc(-c2ccccc2)[nH]1)Nc1cccc(Br)c1,-5%,35%
COc1ccc(NS(=O)(=O)c2ccc(N3CCCCS3(=O)=O)cc2)cc1Cl,-4%,3%
CCN(C(=O)CSc1nc2n[nH]c(C)c2c(=N)n1-c1cccc(OC)c1)c1cccc(C)c1,13%,u
CCOc1ccc(/C=C/c2nc(C#N)c(N(C)C)o2)cc1,18%,-6%
Cc1ccc2[nH]c3c(=O)n(CC(=O)Nc4ccc(Br)cc4C)ncc3c2c1,12%,-21%
Cc1ccc(N2CC(NC(=O)C(=O)c3c[nH]c4ccccc34)CC2=O)cc1 (stereo not drawn),-14%,-5%
COc1ccc(-c2cc(C(C)=O)c(C)n2CCC(=O)NCc2ccccc2OC)cc1,-2%,22%
CCOC(=O)N1CCN(Cc2nc3cc(NC(C)=O)ccc3n2C(C)C)CC1,2%,12%
CCOc1ccc(C2C(C(=O)Nc3ccc(Cl)cc3)=C(C)Nc3nc(C(F)(F)F)nn32)cc1 (stereo not drawn),-1%,17%
CCOC(=O)c1c(-c2ccccc2)oc2ccc(NS(=O)(=O)c3cc(C)c(C)cc3C)cc12,-6%,u
Cc1nn2c(=O)cc(COC(=O)c3ccc(NC(=O)COc4ccc(Cl)cc4)cc3)nc2s1,-25%,u
CC(=O)N1CCCc2cc(S(=O)(=O)NCc3cccc(C)c3)ccc21,17%,14%
CC(C)(C)OC(=O)N1CCC(c2c(C(=O)N3CCN(C(=O)c4ccco4)CC3)cnn2-c2ccc(Cl)cc2)CC1,2%,-31%

# By substructure: the entries above containing fluorine.
SMILES,Abeta rescue,FUS yeast rescue
Cc1ccc(-n2nc(C(=O)NCc3ccc(F)cc3Cl)c3c4ccccc4n(C)c3c2=O)cc1,-24%,-2%
O=C(CCCN1C(=O)C(c2ccccc2)Oc2cccnc21)Nc1ccccc1C(F)(F)F (stereo not drawn),-7%,16%
CCOc1ccc(C2C(C(=O)Nc3ccc(Cl)cc3)=C(C)Nc3nc(C(F)(F)F)nn32)cc1 (stereo not drawn),-1%,17%

# The list continues.
SMILES,Abeta rescue,FUS yeast rescue
CCOCCCNC(=O)C1CCCN(c2ncnc3onc(C)c23)C1 (stereo not drawn),-12%,-16%
COc1ccc(S(=O)(=O)NCC(c2ccc(N(C)C)cc2)N2CCCC2)cc1 (stereo not drawn),-7%,-15%
Cc1cccc(N2CCN(C(=O)Cn3ncc4c([nH]c5ccccc54)c3=O)CC2C)c1 (stereo not drawn),-9%,-20%
COC(=O)c1ccccc1NC(=O)C1CCN(C(=O)N2CC(C)Oc3ccccc32)CC1 (stereo not drawn),-4%,-6%
O=C(c1ccccc1)N1CCC(c2nc3ccccc3o2)CC1,-3%,22%
COCCCNC(=O)c1cc(-c2ccc(OC)cc2)nc2n[nH]c(-c3ccc(Cl)cc3)c12,-7%,9%
CCOC(=O)c1c(-c2ccccc2)oc2ccc(NS(=O)(=O)c3ccc(C)cc3C)cc12,4%,43%
Cc1ccc(C(C)C)c(OCC(=O)NCC2(N3CCOCC3)CCCCC2)c1,17%,11%
O=C(CSc1nc(-c2ccccc2)nc2cc(=O)[nH]n12)Nc1ccccc1,-9%,1%
COc1cccc(C(=O)N2CCCCC2CCN2CCCCC2)c1 (stereo not drawn),-18%,13%
CCc1cccc(C)c1NS(=O)(=O)c1ccc(-n2cccn2)cc1,-10%,18%
COc1ccc(NC(=O)Cn2c(=O)n(Cc3nc(-c4ccccc4)no3)c(=O)c3cc4c(cc32)OCO4)cc1Cl,-7%,u
CCOc1ccc(C(=O)Nc2ccc(S(=O)(=O)N3CCCCC3c3cccnc3)cc2)cc1 (stereo not drawn),-11%,37%
Cc1cccc(C(=O)N2CCc3cc(CNC(=O)COc4ccc(Cl)cc4)ccc32)c1,0%,-23%
CCOCc1cc(CN2CCN(c3ccccc3OC)CC2)c(O)c2ncccc12,-31%,-4%
Cc1cccc(-c2nc(CSCC(=O)NCCc3ccc(Cl)cc3)c(C)o2)c1,6%,u
COCc1cc(C)nc2c1C(=O)NC(c1ccc(F)cc1)N2Cc1ccccc1 (stereo not drawn),28%,-24%
COc1ccc2c(CNCc3ccc(C)o3)c(C(=O)O)n(Cc3ccccc3C)c2c1,-9%,-16%
CCCCN(C)CCCNC(=O)Cn1ncc2c3ccccc3n(Cc3cc(C)ccc3C)c2c1=O,-5%,23%
CCC(=O)N1CCc2cc(S(=O)(=O)CCC(=O)Nc3ccc(OC(F)(F)F)cc3)ccc21,-8%,8%
CCn1c(=N)n(CCOc2ccc(Br)cc2)c2ccccc21,-19%,3%
CCN(c1ccc(Cl)cc1)S(=O)(=O)c1nnc(NC(=O)C2CCCCC2)s1,-14%,-10%
CC(=O)N1CCc2cc(Br)cc(S(=O)(=O)CCC(=O)NCc3ccc(F)cc3)c21,-2%,-20%
CCOC(=O)c1oc2ccc(S(=O)(=O)n3nc(-c4cc(OC)cc(OC)c4)cc3N)cc2c1C,-10%,u
CCOc1ccc(NC(=O)CCc2c(C)nc3cc(-c4ccccc4OC)nn3c2C)cc1,1%,-1%

# Compound profiles (already shown). Order of screens: Abeta rescue | FUS yeast rescue
# Cc1ccc2[nH]c3c(=O)n(CC(=O)Nc4ccc(Br)cc4C)ncc3c2c1 in the list: 12% | -21%
# Cc1ccc(C(=O)n2nc(C)c(S(=O)(=O)N3CCOCC3)c2C)cc1C in the list: -4% | 21%
# CC(=O)N1CCc2cc(Br)cc(S(=O)(=O)CCC(=O)NCc3ccc(F)cc3)c21 in the list: -2% | -20%
# COc1ccc(NC(=O)Cn2c(=O)n(Cc3nc(-c4ccccc4)no3)c(=O)c3cc4c(cc32)OCO4)cc1Cl in the list: -7% | u

# A draw from above in order of length of the SMILES, low to high:
SMILES,Abeta rescue,FUS yeast rescue
O=C(c1ccccc1)N1CCC(c2nc3ccccc3o2)CC1,-3%,22%
COc1ccc2c(CNCc3ccc(C)o3)c(C(=O)O)n(Cc3ccccc3C)c2c1,-9%,-16%
CCCCN(C)CCCNC(=O)Cn1ncc2c3ccccc3n(Cc3cc(C)ccc3C)c2c1=O,-5%,23%

# (list continues)
SMILES,Abeta rescue,FUS yeast rescue
COC(=O)c1ccc(NC(=O)CSc2nccn2Cc2ccc(Cl)cc2)cc1,9%,6%
COc1ccc(OC)c(CNC(=O)c2cc3ccc4cccnc4c3[nH]2)c1,-2%,u
CCN(CC)c1ccc(NC(=O)CN2CCN(S(=O)(=O)c3ccc(C(C)C)cc3)CC2)cc1,11%,8%
COc1ccc(CC(=O)N2CCc3cc(OC)c(OC)cc3C2COc2ccc(OC)cc2)cc1 (stereo not drawn),1%,u
CCN(CCCNC(=O)c1cc2c(Cl)nc3ccccc3c2s1)Cc1ccccc1,-9%,11%
CC(NC(=O)c1cc2sccc2n1Cc1ccc(F)cc1)c1ccccc1 (stereo not drawn),3%,-17%
CCOc1ccc(CNS(=O)(=O)c2c(C(=O)N3CCC(C)CC3)c(C)n(C)c2C)cc1OC,-7%,17%
CCOc1cccc(C(=O)Nc2c(C(=O)c3ccc(OC)cc3)oc3ccccc23)c1,5%,6%
Cc1ccc(Cl)cc1Nc1nn2c(=O)c3ccc(C(=O)NCc4ccc(F)cc4)cc3nc2s1,-7%,-23%
Cc1cccc(C(=O)Nc2cccc(OCc3cc(=O)n4c(C)csc4n3)c2)c1,-3%,-28%
CC(C)c1ccc(S(=O)(=O)Nc2cc3c(cc2NCc2ccccc2)n(C)c(=O)n3C)cc1,-4%,25%
Cc1ccc(NC(=O)C2CCCN2S(=O)(=O)c2cccc3cccnc23)cc1C (stereo not drawn),-7%,15%
O=C(Nc1ccc(C(=O)OCc2cc(=O)n3nc(C4CC4)sc3n2)cc1)c1cccc(F)c1,-16%,-5%
O=C(NCc1ccco1)C1CCN(C(=O)N2CCOc3ccccc32)CC1,3%,-20%
COc1ccc2c(C)c(CCC(=O)NCc3ccccc3OC)c(=O)oc2c1,-8%,-12%
CC1CCN(C(=O)CSc2n[nH]c(-c3ccc(F)cc3)n2)CC1,-1%,2%
COc1ccccc1CNC(=O)c1ccc2c(c1)nnn2C1CCCC1,-30%,16%
COc1ccc(-c2c(C)nn3c4c(cnc23)C(=O)CC(c2ccccc2)C4)cc1 (stereo not drawn),-15%,27%
O=C(CCC1N=C2c3ccccc3N=C(SCC(=O)Nc3ccccc3F)N2C1=O)NCc1ccccc1 (stereo not drawn),7%,33%
CCc1cccc(C)c1NC(=O)c1ccc2c(c1)CCN2S(=O)(=O)CC,-23%,4%
CC1CCN(S(=O)(=O)c2ccc3nc(-c4cccnc4)cc(C(=O)NCCCOC(C)C)c3c2)CC1,-12%,0%
Cc1coc2c(C)c3oc(=O)c(CC(=O)NCc4ccccc4)c(C)c3cc12,-10%,-16%
Cc1ccc(OCC(=O)Nc2ccccc2C(=O)OCc2cc(=O)n3nc(C4CC4)sc3n2)cc1,-13%,7%
COc1ccccc1NC(=O)Cn1nc2c3cc(F)ccc3n(Cc3cccc(C)c3)cc-2c1=O,-2%,u
Cc1ccc(C2CCN(C(=O)Nc3ccc(C)c(C)c3)C2)cc1 (stereo not drawn),29%,-2%

# (further entries)
SMILES,Abeta rescue,FUS yeast rescue
O=C(NCc1ccccc1)c1ccc2c(c1)nc1n2CCCCC1,-20%,5%
COC(=O)c1c(C)sc(-c2c(-c3ccc4c(c3)OCCO4)[nH]c3c2c(=O)n(C)c(=O)n3C)c1O,5%,8%
CCc1ccc(NC(=O)CN(c2ccc(C)cc2)S(=O)(=O)c2c(C)nn(C)c2C)cc1,5%,25%
COC(=O)c1ccccc1NC(=O)c1cc(C)nc2c1c(C)nn2-c1ccc(C)cc1,-9%,-20%
CCC(=O)N1CCCc2cc(S(=O)(=O)N3CCC(C(=O)Nc4ccccc4CC)CC3)ccc21,-22%,29%
COc1nc(-c2ccc(C)cc2)ccc1-c1noc(-c2ccccc2Br)n1,-16%,-17%
Cc1cn2c(=O)cc(COC(=O)c3cccc(NC(=O)COc4ccccc4)c3)nc2s1,-3%,5%
COc1ccc(NC(=O)c2oc3ccccc3c2NC(=O)COc2ccc(C(C)C)cc2)c(OC)c1,-6%,-15%
O=C(CSc1nc(-c2ccccc2)nc2c1Cc1ccccc1O2)N1CCCCC1,2%,-20%
c1coc(-c2nc3n(n2)C2(CCCCC2)[C@@H]2CCCC[C@@H]2N3)c1,4%,-2%
CN(C)c1ccc(CNC(=O)c2cccc(NC(=O)N3CCSc4ncccc43)c2)cc1,-7%,2%
COc1cc(/C=C(\C#N)c2nc3ccccc3[nH]2)ccc1OCc1ccccc1F,-7%,27%
CCOc1ccc(Cn2nnc(C(=O)Nc3cccc(SC)c3)c2N)cc1,-8%,-12%
CN1CCN(C(=O)Nc2cccc(Cl)c2)c2cccnc21,-5%,-17%
NS(=O)(=O)c1ccc2nc(NC(=O)COc3ccccc3)sc2c1,0%,-9%
Cc1cc(=O)[nH]c2nnc(SCC(=O)Nc3ccc(OC(F)(F)F)cc3)n12,-7%,8%
CCOc1cc2[nH]c(=O)n(Cc3ccc(C(=O)N4CCN(c5cccc(Cl)c5)CC4)cc3)c(=O)c2cc1OCC,-2%,0%
FC(F)(F)c1cccc(Nc2nc3nonc3nc2Nc2ccc(Cl)cc2)c1,-83%[inhibitor],-14%
COc1cc(NS(=O)(=O)c2ccc(-c3cc(C)no3)cc2)cc(OC)c1,31%,27%
CC(=O)c1cccc(NC(=O)C2CCN(S(=O)(=O)c3ccc4c(c3)CCCN4C(C)=O)CC2)c1,2%,16%
Cc1ccc2[nH]c(=O)c3cc(C(=O)N4CCN(c5ccccc5)CC4)sc3c2c1,-10%,-6%
O=C(Nc1cccc(C(F)(F)F)c1)Nc1nnc(N2CCCCC2)s1,-12%,-21%
CCN(C(=O)c1sc2nc3n(c(=O)c2c1C)CCCCC3)c1ccccc1F,6%,-5%
COc1cccc(NC(=O)c2ccc3[nH]c(C)cc(=O)c3c2)c1,-11%,-17%
CCc1ccc(NC(=O)c2ccc(F)c(S(=O)(=O)N3CCc4ccccc4C3)c2)cc1,12%,11%

# Screens from PubChem.
